CYP2C19 inhib: blockers of cytochrome P450 2C19 activity – biochemical, luminescence, ADME assay, primary screen | P33261 | CYP2C19 Supersomes, luciferin-H EGE luminescence, 30 min | inhibition, % at 5 µM | 21% of 96,000 active | AID 778, 2007;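 active means CYP2C19 inhibition above a set limit at 5 µM in the primary screen, cut at about 50% in these data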;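 further: plate controls were negative control wells for no effect and 2.5 mM tranylcypromine positive control for full effect; values of inactives mirror those of a sister screen read the other way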
Target sequence (P33261 whole entry, looked up): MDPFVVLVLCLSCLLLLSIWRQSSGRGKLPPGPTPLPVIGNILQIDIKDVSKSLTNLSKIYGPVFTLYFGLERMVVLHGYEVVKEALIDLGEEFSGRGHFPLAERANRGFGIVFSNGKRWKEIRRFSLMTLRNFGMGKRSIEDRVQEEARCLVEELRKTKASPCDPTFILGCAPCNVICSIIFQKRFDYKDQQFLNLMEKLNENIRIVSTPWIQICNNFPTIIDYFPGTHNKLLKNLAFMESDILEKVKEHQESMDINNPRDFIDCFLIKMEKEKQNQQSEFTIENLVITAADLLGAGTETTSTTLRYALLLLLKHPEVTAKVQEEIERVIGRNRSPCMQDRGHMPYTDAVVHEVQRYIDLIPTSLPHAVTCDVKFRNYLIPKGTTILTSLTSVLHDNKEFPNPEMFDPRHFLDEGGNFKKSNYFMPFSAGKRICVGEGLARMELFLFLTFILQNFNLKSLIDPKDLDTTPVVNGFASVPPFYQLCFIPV
VCAM1 TNFa inh: inhibitors of TNFa-induced VCAM1 expression, primary screen, imaging, HUVEC, TNFa stimulus, immunofluorescence; 0.48% of 95,000 active; inhibition, % at 2 µM; HUVEC TNFa-induced VCAM-1 immunofluorescence, high-content imaging;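 active means inhibition above the batch mean plus 3 SD, with images confirmed as a hit by eye, cut at about 37% in these data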;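 further: 0% = TNF-stimulated DMSO wells and 100% = unstimulated control wells; not every result past the cut was called active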
CYP2C19 act: human CYP2C19 activators, primary screen, biochemical, luminescence; activation factor at 5 µM; recombinant CYP2C19, luciferin-H EGE luminescence; hits give high values; 0 = fully inhibited enzyme, 1 = untreated enzyme; 96,000 tested, under 10 active; Cytochrome P450 2C19 (Homo sapiens), P33261;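 active means activation factor of at least 2 at 5 µM in the primary screen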;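 further: 0 = wells with 2.5 mM tranylcypromine and 1 = vehicle-only wells; values of inactives mirror those of a sister screen read the other way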
CYP2C9 act: human CYP2C9 activators, primary screen, biochemical, luminescence | Cytochrome P450 2C9 (Homo sapiens), P11712 | recombinant CYP2C9, luciferin-H conversion; hits give high values; factor 1 = untreated enzyme, 0 = blocked | activation factor at 5 µM | 1.4% of 96,000 active | AID 1024, 2008;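 active means activation factor of 2 or more for CYP2C9 at a 5 µM dose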;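 further: 0 = sulfaphenazole-blocked wells and 1 = vehicle-only wells; values of inactives mirror those of a sister screen read the other way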
HUVEC tox IL1B: cytotoxicity in IL-1B stimulated HUVEC, primary screen, cytotoxicity control for IL-1B NFkB translocation project, imaging, Hoechst nuclear count, IL-1B stimulus; cell count reduction, % at 2 µM; AID 845, 2007; 0.41% of 94,000 active; HUVEC cell count loss;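 active means cell count reduction more than 3 SD above the screen-wide mean, cut at about 70% in these data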;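 further: normalized per plate to untreated control cells as the no-loss baseline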
CYP2C9 inhib: blockers of cytochrome P450 2C9 activity – biochemical, luminescence, ADME assay, primary screen; CYP2C9 Supersomes, luciferin-H conversion; inhibition, % at 5 µM; P11712; 20% of 96,000 active;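 active means blocking of liver enzyme CYP2C9 beyond about 50% at 5 µM, limit read from the data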; further: values of inactives mirror those of a sister screen read the other way
Calb biofilm kill: clotrimazole potentiators killing Candida biofilms, primary screen, with clotrimazole, Alamar Blue; C. albicans biofilm + clotrimazole; inhibition, % at 6 µM; 0.14% of 85,000 active; AID 834, 2007;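 active means inhibition above 20%; inactive means inhibition below 20%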;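 further: preformed 24 hr biofilms exposed to compound for 48 hr; 0% = biofilm without compound and 100% = blank killed by clotrimazole plus chlorhexidine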
hDAT+cocaine: changed hDAT dopamine uptake under cocaine IC80, either direction, primary screen, cocaine antagonist project, cell-based, LLC-PK1 hDAT, [14C]-dopamine uptake, MLSMR; Sodium-dependent dopamine transporter (Homo sapiens), Q01959; LLC-PK1 hDAT cells, [14C]-dopamine uptake with cocaine IC80; actives deviate in either direction; B-score at 10 µM; 1.3% of 110,000 active;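 active means Z score or B-score, a plate-position-corrected score, falls beyond the plate's 99.7% confidence bounds, in either direction; inactive means both scores lie inside the 99.7% bounds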;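 further: scored against the spread of the other compound wells on the same plate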
Target sequence (Q01959 whole entry, looked up): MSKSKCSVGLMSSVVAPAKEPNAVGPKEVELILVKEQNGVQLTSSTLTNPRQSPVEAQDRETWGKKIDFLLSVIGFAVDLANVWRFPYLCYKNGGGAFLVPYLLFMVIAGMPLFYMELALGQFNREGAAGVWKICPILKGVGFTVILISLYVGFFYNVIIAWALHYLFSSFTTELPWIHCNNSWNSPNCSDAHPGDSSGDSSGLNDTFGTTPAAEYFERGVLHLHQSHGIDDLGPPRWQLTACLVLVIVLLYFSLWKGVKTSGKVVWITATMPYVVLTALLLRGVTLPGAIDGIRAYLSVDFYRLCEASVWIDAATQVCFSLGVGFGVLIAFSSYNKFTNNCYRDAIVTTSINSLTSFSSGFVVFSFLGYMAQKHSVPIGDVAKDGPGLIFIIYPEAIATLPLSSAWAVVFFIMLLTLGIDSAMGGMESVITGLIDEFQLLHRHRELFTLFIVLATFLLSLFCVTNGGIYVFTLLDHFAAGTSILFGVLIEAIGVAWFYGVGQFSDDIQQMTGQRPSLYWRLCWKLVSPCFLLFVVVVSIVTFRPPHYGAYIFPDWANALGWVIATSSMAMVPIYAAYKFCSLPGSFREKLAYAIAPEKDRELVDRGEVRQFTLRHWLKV
HUVEC tox TNFa: cytotoxicity in TNFa-stimulated HUVEC, primary screen, cytotoxicity control for VCAM1 expression modulator project, imaging, Hoechst nuclei count; HUVEC TNFalpha-stimulated, Hoechst cell count; cell count reduction, % at 2 µM; 0.17% of 93,000 active; AID 848, 2007;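 active means cell count reduction exceeding the screen mean by over 5 SD, scaled to untreated wells per plate, cut at about 78% in these data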;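 further: cells counted after 24 h of TNF alpha exposure following the 1 h pretreatment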
* marks the source's active call; other numbers are inactive results; x = no result given.

SMILES	CYP2C19 inhib	VCAM1 TNFa inh	CYP2C19 act	CYP2C9 act	HUVEC tox IL1B	CYP2C9 inhib	Calb biofilm kill	hDAT+cocaine	HUVEC tox TNFa
CN(C)c1nc(N)nc(Nc2ccccc2C#N)n1	1	3	1	1	-29	5	4	-0.26	-20
CCC(C)Sc1nc(O)cc(=O)[nH]1 (stereo unspecified)	-6	15	1.1	1	18	1	0	-0.6	78*
COC(=O)c1ccc(NC(=O)CNC(=O)C2CCCCC2)cc1	-2	15	1	0.6	2	37	8	0.00038	-10
COc1ccccc1C(=O)N1CCN=C1SC	8	10	0.9	0.9	10	6	12	-1.2	-8
Cc1ccc(CNC(=O)C2C3C=CC(C3)C2C(=O)O)cc1 (stereo unspecified)	53*	x	0.5	0.9	-58	13	0	1.6	x
N#C/C(=N\Nc1ccc(F)cc1)C(=N)N1CCCCC1	33	8	0.7	0.6	3	40	2	0.14	-3
O=C(N/N=C/c1ccc(Cl)cc1Cl)Nc1ccccc1	35	-1	0.6	0.8	-32	24	x	0.17	-7
O=S(=O)(NCc1cc(-c2ccccc2)no1)c1ccc(Cl)cc1	78*	2	0.2	0.9	-13	5	x	-0.75	0
O=[N+]([O-])c1cccc(C(=Nc2ccc(Cl)cc2)NO)c1	88*	19	0.1	0.3	-14	71*	x	0.18	-14
Cc1c(Cl)cnc(NC(=O)CSc2nnc3ccccn23)c1Cl	4	-1	1	1	5	-2	x	0.71	0
CCn1cc([N+](=O)[O-])c(C(=O)Nc2ccn(Cc3ccccc3F)n2)n1	40	6	0.6	1.2	9	-16	x	0.2	-9
Cc1ccc2cc(CN(CC3CCCO3)S(=O)(=O)c3c(C)ccc4nsnc34)c(=O)[nH]c2c1 (stereo unspecified)	-11	3	1.1	0.5	-12	52*	0	-0.17	-23
Oc1cc2ccccc2cc1-c1n[nH]c(=S)o1	-4	-2	1	0.3	3	68*	2	0.51	-18
O=c1c2cc3c(=O)n(CC4CCCO4)c(=O)c3cc2c(=O)n1CC1CCCO1 (stereo unspecified)	1	0	1	1	-8	4	6	0.47	-10
N/C(=N\OC(=O)CCC1CCCCC1)c1cccnc1	18	18	0.8	1	-36	2	x	-0.1	-1
Cn1c(=O)cc(SCC(=O)N2CCCC2)c2ccc(Cl)cc21	30	-13	0.7	1	-8	-4	8	0.016	4
O=C(NCc1ccccn1)c1cn(CCc2ccccc2)nn1	-5	13	1	1.1	-14	-13	10	-0.02	27
CSc1nnc(-c2ccccc2Cl)n1N	-21	12	1.2	1.3	-11	-27	8	1.1	10
COc1ccc2c(Cl)c(C(=O)NC3CCS(=O)(=O)C3)sc2c1 (stereo unspecified)	-2	x	1	1.2	x	-16	5	0.075	x
COc1cc(C2Nc3cccc4cccc(c34)N2)ccc1OC(C)=O	47	2	0.5	0.9	-44	12	3	0.46	-25
O=C(O)/C(=C1\OC(=O)c2ccccc21)c1ccccc1	x	-16	x	x	7	x	4	-0.18	-31
Cc1ccccc1OCc1nc2c3cnn(C)c3ncn2n1	36	0	0.6	1	10	1	1	-0.12	7
Cc1ccnc(N2CCCC(C(=O)Nc3cc(F)ccc3C)C2)n1 (stereo unspecified)	99*	9	0	0.1	-1	90*	4	1.2	34
COc1cccc(C2C(C#N)=C(N)Oc3cc(C)[nH]c(=O)c32)c1OC (stereo unspecified)	5	-4	1	0.9	-7	6	5	x	-1
C/C(=N/NC(=O)c1ccco1)c1cccc(NC(=O)c2ccc(C)o2)c1	29	18	0.7	0.6	-5	38	x	0.42	-36
CCOC(=O)C1CCCN(S(=O)(=O)c2cn(C)c(=O)n(C)c2=O)C1 (stereo unspecified)	78*	-24	0.2	0.8	0	16	3	0.38	79*
Cc1cc(C)cc(NC(=O)N2CCC(NC(=O)c3ccccc3C)CC2)c1	x	-7	x	x	24	x	10	2.1	-17
CCc1nc2c(sc3nc(N4CCOCC4)c4c(c32)CC(C)(C)OC4)c(=O)o1	-1	x	1	0.4	x	61*	1	x	x
CCOc1ccc(-n2c(SCC(=O)NC(C)CC)nc3n[nH]c(C)c3c2=N)cc1 (stereo unspecified)	23	6	0.8	0.9	-2	7	-3	-0.16	-17
Cc1ccc(C)n1-c1ccc(-c2nnc3n2CCCCC3)s1	37	11	0.6	0.4	-74	64*	8	0.87	-5
CCOCCCn1c(=NC(C)=O)c(C(=O)OCC)cc2c(=O)n3ccccc3nc21	4	18	1	0.8	-14	20	5	0.36	9
COC(=O)Cn1ncc2c3ccccc3n(C)c2c1=O	-4	x	1	0.9	-4	7	x	-0.97	x
N/C(=N\c1nc2c(c(=O)[nH]1)CCCC2)Nc1ccc(Oc2ccccc2)cc1	x	9	x	x	-60	x	4	-0.073	4
NC(=O)c1c(NC(=O)c2ccco2)sc2c1CCC2	16	1	0.8	0.7	13	33	-2	-0.08	-30
CCC1CCCCN1CCCNC(=O)CC1Oc2ccc(C)cc2NC1=O (stereo unspecified)	-3	x	1	0.9	x	5	6	0.63	x
CCc1nnc(NC(=O)CCC(=O)NCc2ccccc2OC)s1	-8	3	1.1	1.1	-17	-14	4	-1.6	-7
Cc1nn(-c2ccccc2)cc1/C=N/O	15	-6	0.8	0.8	-22	20	4	-1.2	-38
CCOC(=O)CNC(=O)CN1C(=O)CCSc2ccccc21	44	x	0.6	0.8	x	18	x	0.016	x
CCOc1cc(CNCCc2ccc(S(N)(=O)=O)cc2)cc(Cl)c1OCc1ccccc1	23	1	0.8	0.8	-31	22	x	-0.41	-10
COc1ccc2cc3cc(C(=O)Nc4ccccc4N4CCN(C)CC4)oc3nc2c1	61*	25	0.4	0.7	-5	26	7	-0.36	-13
Cc1ccc(S(=O)(=O)N2CCOCC2)cc1C(=O)NCc1cn2ccsc2n1	-2	-27	1	1	-23	-2	6	0.02	-22
Cc1ccc(Sc2c(C=O)c3ccccc3n2C)cc1	35	2	0.7	0.5	4	48	x	-0.34	6
O=C(O)c1ccccc1OCCOCCOc1ccccc1C(=O)O	-12	-1	1.1	1	-35	-4	5	0.025	-34
Cc1ncsc1C(=O)Nc1nc2c(s1)CC(C)CC2 (stereo unspecified)	32	-6	0.7	0.7	-2	32	5	1.9	-18
COc1ccc(S(=O)(=O)N(Cc2ccccc2)Cc2nc(-c3ccccc3)no2)cc1	87*	-11	0.1	0.1	-22	92*	6	0.19	-3
O=c1c2cc(N3CCOCC3)ccc2[nH]c(=S)n1Cc1ccco1	28	x	0.7	0.5	x	53*	9	-0.65	x
Cc1ccc(N(C(=O)c2csnn2)C(C(=O)NC(C)(C)C)c2ccncc2)cc1 (stereo unspecified)	22	-31	0.8	0.9	0	9	x	-0.17	x
Cc1cc2cc(CN(Cc3cccs3)Cc3nnnn3CC3CCCO3)c(=O)[nH]c2cc1C (stereo unspecified)	34	-28	0.7	1.3	18	-32	3	0.51	-2
CCCc1nnc(SCC(=O)N2CCCCC2C)n1CC (stereo unspecified)	-1	4	1	1	6	-5	3	-0.59	12
O=C(Nc1ccc(Cl)cn1)c1ccc(-c2ccc(Cl)c(Cl)c2)o1	x	5	x	x	4	x	x	0.027	-20
O=C(O)c1ccc2c(c1)N(Cc1cccc(F)c1)C(=O)CS2	-17	15	1.2	1	-22	4	4	-0.74	-6
COc1ccc(NC(=O)c2ccc(-n3cccn3)nc2)cc1	10	-16	0.9	0.6	-5	42	x	-0.3	5
CCC1CCC(NC2CCCCNC2=O)CC1 (stereo unspecified)	-7	-23	1.1	1.1	-12	-14	-6	-0.8	-25
C/C(=N\O)C(=O)NCc1ccncc1	0	24	1	0.9	-8	8	5	-0.17	34
CN1CCN(C(=O)/C(=C/c2ccccc2)c2ccccc2)CC1	34	-10	0.7	0.9	-2	9	5	-0.32	-14
Cc1ccc(Sc2ccc(/C=N/O)cc2[N+](=O)[O-])cc1	0	-2	1	0.4	-16	64*	2	-0.73	0
Cc1onc(-c2ccccc2)c1C(=O)NCc1cccs1	35	-14	0.6	0.7	-7	35	6	-0.73	-21
CCSc1nc2c(c(=O)[nH]c(=O)n2C)n1C	1	1	1	1	-37	0	5	-0.39	-11
Cc1ccc(C)c(CN2C(=O)C3CCCN3c3ccc(S(=O)(=O)N4CCOCC4)cc32)c1 (stereo unspecified)	x	0	x	x	-14	x	x	0.29	-9
CCOC(=O)C(C)N1N=C(/C=C/c2ccc(C)cc2)CCC1=O (stereo unspecified)	1	7	1	0.9	-8	8	x	0.98	-9

A second format for part of the listing above:
SMILES | CYP2C19 inhib | VCAM1 TNFa inh | CYP2C19 act | CYP2C9 act | HUVEC tox IL1B | CYP2C9 inhib | Calb biofilm kill | hDAT+cocaine | HUVEC tox TNFa
Cc1ccnc(N2CCCC(C(=O)Nc3cc(F)ccc3C)C2)n1 (stereo unspecified) | 99* | 9 | 0 | 0.1 | -1 | 90* | 4 | 1.2 | 34
O=C(O)c1ccc2c(c1)N(Cc1cccc(F)c1)C(=O)CS2 | -17 | 15 | 1.2 | 1 | -22 | 4 | 4 | -0.74 | -6

Next section.
SMILES	CYP2C19 inhib	VCAM1 TNFa inh	CYP2C19 act	CYP2C9 act	HUVEC tox IL1B	CYP2C9 inhib	Calb biofilm kill	hDAT+cocaine	HUVEC tox TNFa
Nc1cccc(-n2nncc2-c2ccc(Cl)cc2)c1	77*	11	0.2	0.8	12	16	-2	-0.91	-4
COc1ccc2c(c1)CCc1c(C(=O)Nc3c(C)n(C)n(-c4ccccc4)c3=O)noc1-2	26	6	0.7	0.9	-2	14	12	0.44	-9
Cc1ccc(NC(=O)Cn2nc(C(F)(F)F)c3c2CCC3)cc1	50*	2	0.5	0.9	1	6	6	-0.016	-16
CCc1cc2c(=O)c(-c3cscn3)coc2c(CN(C)C)c1O	3	-5	1	1	-2	-1	3	0.93	-8
CCCCC(=O)Nc1cccc(NC(=O)CC)c1	11	12	0.9	1	-8	-2	2	0.52	-7
CCN(CC)c1ccc(NC(=O)CN2CCN(c3nc(C)cc(C)n3)CC2)cc1	8	x	0.9	1	x	3	5	-0.11	x
COC(=O)c1c(NC(=O)Cc2cccs2)sc(C(=O)N2CCCCC2)c1C	x	-30	x	x	-8	x	-1	-0.94	-7
Cc1cccc(NC(=O)c2cc3n(n2)C(C(F)(F)F)CC(C2CC2)N3)c1C (stereo unspecified)	-4	0	1	1.4	-8	-38	9	-1.1	21
CC(C)CCNC(=O)c1cccc(S(=O)(=O)N2CCc3ccccc32)c1	17	-50	0.8	1.4	8	-39	x	-0.62	-12
COC(=O)C1CCN(c2cc(=O)n(-c3ccc(OC)cc3)c(=O)[nH]2)CC1	-23	x	1.2	1.3	x	-26	10	0.15	x
CC(C)CC(=O)Nc1nnn(C)n1	15	6	0.8	1.1	-40	-6	1	-0.46	0
CCOc1ccc(S(=O)(=O)N(C)c2ccc(OCC(=O)Nc3ccc4[nH]c(=O)[nH]c4c3)cc2)cc1	38	x	0.6	0.2	x	78*	4	1.5	x
Cc1nc2cc(NS(=O)(=O)c3c(C)c(C)cc(C)c3C)ccc2s1	x	17	x	x	-12	x	11	1.8	-28
COCCCNC(=O)Cn1cc(C(=O)c2cccs2)c2ccccc21	x	2	x	x	4	x	0	0.024	-18
O=S(=O)(NCCc1ccccc1)c1ccccc1	x	46	x	x	-49	x	5	-1.7	8

Bioassay records from PubChem BioAssay.
